D2 ag – agonists of human D2 dopamine receptor. P14416. HEK293 T-REx D2 cells, calcium flux agonist mode. activation, % at 2 µM. actives 0.53% (n = 340,000);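 active means activation over 3 SD above normal in the single-dose calcium agonist read, cut at about 30% in these data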; further: 0% is about no effect
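Tetracycline-induced HEK293 Trex cells with D2 receptor force-coupled to calcium signaling, plated overnight at 30 C and loaded with no-wash calcium dye. Calcium flux read kinetically for 180 s after compound addition; responses flag agonists.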
TrxR1 substrate – rat thioredoxin reductase 1 substrate activity | purified TrxR1 substrate turnover, NADPH consumption readout | Potency, µM (titrated, usually from 114 µM), without a hit: at the top dose activity change, negative = substrate turnover | O89049 | actives 0.01% (n = 390,000); further: potency means the concentration at half of the fitted maximal effect; on the % scale 0 is the no-effect control and ±100 the full control effect; nearly all actives have a fitted effect of over 50% in size
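Rat TrxR1, dispensed at 90 nM, was prereduced with 400 uM NADPH (final) for 5 min at ~22 deg C, then incubated with compound 15 min before 400 uM selenite. A first-read NADPH fluorescence drop versus no-compound background flagged substrates.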
Pin1 inhibitor – inhibitors of human Pin1 | Potency, µM (series often up to 115 µM), without a hit: top-dose activity, negative = inhibition, most hits filed as inhibitors | Pin1 FP peptide displacement, HiFluor488, 10 min | actives 0.009% (n = 390,000) | Q13526; active means well fitted inhibition curve with a large enough effect in the polarisation, with a control signal flat, not every such curve was filed as active; inconclusive means small, poorly fitted or top-dose-only effect, or effect the other way, or a change in a side signal; inactive means no such curve, though single readings can be large or run the other way; the % refers to the polarisation; further: potency means the concentration at half of the fitted maximal effect; on the % scale 0 is the no-effect control and ±100 the full control effect
Target sequence (Q13526 whole entry, looked up): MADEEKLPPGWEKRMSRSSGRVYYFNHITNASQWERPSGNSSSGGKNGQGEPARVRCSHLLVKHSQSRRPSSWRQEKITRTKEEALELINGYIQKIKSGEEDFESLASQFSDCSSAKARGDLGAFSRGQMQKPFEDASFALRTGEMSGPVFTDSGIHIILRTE
TRHR enhancer – TRH receptor (human) allosteric enhancement | P34981 | TRHR cells, fluo-8 calcium fluorescence, EC20 TRH enhancement | enhancement, % at 2 µM | actives 0.66% (n = 360,000); in the data active means enhancement above about 30%; further: 0% is about no effect
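TRHR-expressing cells loaded with fluo-8 calcium dye were read kinetically (ex 480/em 530) during compound addition, then stimulated with an EC20 of TRH (10 nM final). Enhancement of the Gq-mediated intracellular calcium response was scored.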
mIDH1 inhibitor – blocks human mutant IDH1 R132H enzyme; O75874; IDH1-R132H enzyme, NADPH consumption, diaphorase/resazurin fluorescence; Potency, µM (series often up to 76.6 µM), for inactives: at the top dose activity change, negative = inhibition, actives largely listed as inhibitors; actives 0.093% (n = 390,000); further: potency means the concentration at half of the fitted maximal effect; on the % scale 0 is the no-effect control and ±100 the full control effect; nearly all actives have a fitted effect of over 65% in size
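IDH1-R132H (0.5 ug/mL) preincubated 30 min with compound, then NADPH (0.016 mM) and alpha-KG (2 mM) added; 80 min at RT, pH 7.5. Remaining NADPH coupled via diaphorase/resazurin to fluorescence (540/590 nm); concentration-response curves normalized to no-enzyme control.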
TRHR ag – agonists of human TRH receptor. TRHR cells, calcium flux fluo-8, FDSS agonist mode. activation, % at 2 µM. actives 0.18% (n = 360,000); in the data active means activation above about 30%; further: 0% is about no effect
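Read-out: compound-evoked intracellular calcium rise in TRHR cells, fluo-8 dye, kinetic FDSS fluorescence at 1 s/cycle following a 10-cycle baseline. Cells cultured overnight before dye loading (30 min–1.5 h, RT).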
USP1-UAF1 inh – inhibitors of human USP1/UAF1 deubiquitinase; O94782; recombinant USP1/UAF1, Ub-Rhodamine cleavage fluorescence; Potency, µM (top dose mostly 57.1 µM), for the others: at the highest dose activity change, negative = inhibition, usual class: inhibitors; actives 0.23% (n = 390,000); AID 743255; further: potency means the concentration at half of the fitted maximal effect; on the % scale 0 is the no-effect control and ±100 the full control effect; nearly all actives have a fitted effect of over 60% in size; inactives centre near -12
Target sequence (O94782 whole entry, looked up): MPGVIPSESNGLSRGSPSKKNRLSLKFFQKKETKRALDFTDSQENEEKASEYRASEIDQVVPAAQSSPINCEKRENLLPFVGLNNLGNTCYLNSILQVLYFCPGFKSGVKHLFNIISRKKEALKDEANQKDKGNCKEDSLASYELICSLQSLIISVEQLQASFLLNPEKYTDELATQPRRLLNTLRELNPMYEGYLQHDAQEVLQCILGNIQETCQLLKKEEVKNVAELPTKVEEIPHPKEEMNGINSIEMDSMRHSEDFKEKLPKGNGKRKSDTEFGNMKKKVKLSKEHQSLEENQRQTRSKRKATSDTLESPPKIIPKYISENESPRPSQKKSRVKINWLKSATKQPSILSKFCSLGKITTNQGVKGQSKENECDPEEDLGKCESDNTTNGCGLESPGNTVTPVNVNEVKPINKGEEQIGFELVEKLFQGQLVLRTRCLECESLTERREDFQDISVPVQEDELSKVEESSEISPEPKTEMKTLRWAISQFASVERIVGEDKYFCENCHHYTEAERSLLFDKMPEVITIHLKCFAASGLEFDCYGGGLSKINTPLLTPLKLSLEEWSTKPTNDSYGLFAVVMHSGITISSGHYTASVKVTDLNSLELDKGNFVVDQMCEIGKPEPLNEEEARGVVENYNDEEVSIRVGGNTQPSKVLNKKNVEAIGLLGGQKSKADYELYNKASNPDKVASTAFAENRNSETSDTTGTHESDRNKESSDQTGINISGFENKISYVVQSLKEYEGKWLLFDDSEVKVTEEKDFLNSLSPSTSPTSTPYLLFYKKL
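Step one: compound is pinned into 1nM USP1/UAF1 in HEPES pH 7.8 buffer with TCEP. Step two: 15 min room-temperature incubation. Step three: Ub-Rho (150nM final) starts cleavage, tracked by fluorescence over six one-minute reads.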
D2 antagonist – D2 dopamine receptor (human) antagonism. inhibition, % at 10 µM. HEK293 TREx D2 cells, calcium flux, dopamine EC80. actives 2% (n = 340,000). P14416; in the data active means inhibition above about 30%; further: 0% is about no effect
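Cells plated overnight at 30 C with tetracycline; no-wash calcium dye, 30–90 min RT; 10 s baseline; compound pinned; 180 s read; EC80 dopamine added; another 180 s read.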
TrxR1 inh – rat TrxR1 inhibition; recombinant rTrxR1, NADPH fluorescence consumption, selenite substrate; Potency, µM (doses to about 114 µM), without a hit: top-dose activity change, negative = inhibition, actives largely listed as inhibitors; O89049; AID 588453; actives 1% (n = 390,000); further: potency means the concentration at half of the fitted maximal effect; on the % scale 0 is the no-effect control and ±100 the full control effect; nearly all actives have a fitted effect of over 65% in size
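Rat TrxR1 (90 nM in the dispensed reagent) was pre-reduced with 400 uM NADPH for 5 min at room temperature, then incubated with compound for 15 min. After 400 uM selenite was added, NADPH fluorescence (Ex 340/Em 450 nm) was followed for 8 min.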
* hit, by the source's call; ? = inconclusive; nt = not tested or not shown; [ ] = another dose, or the depositor's remark. Unless noted, the call rests on the fitted dose curve; in most records, active means well fitted inhibition curve with a large enough effect; inconclusive means small, poorly fitted or top-dose-only effect; inactive means no such curve, though single readings can be large or run the other way. Some of the compounds tested; the hit share may differ from the screen's.

Each structure is followed by: TrxR1 substrate, USP1-UAF1 inh, D2 antagonist, D2 ag, mIDH1 inhibitor, Pin1 inhibitor, TrxR1 inh, TRHR enhancer, TRHR ag
1) COc1ccc(CCN2C(=O)CN=C2Nc2ccc(F)cc2)cc1OC
→ 1.8%[57.1 µM], -12.4%, 5.6, -0.5, -1.9%, -4.5%, 3.5%[57.1 µM], 4.9, 0.1
2) Cc1ccccc1S(=O)(=O)Cc1ccc(C(=O)NCCCN2CCN(C)CC2)o1
→ -4.5%, -15.9%, nt, nt, 1.3%, -2.7%, -19.6%, -2.5, 0.6
3) COc1ccc(Br)cc1C(=O)NC(=S)Nc1c(C)n(C)n(-c2ccccc2)c1=O
→ -4.2%, -14.7%, 12.5, -0.3, 6.0%, 3.1%, 1.5%[57.1 µM], -1.2, -0.5
4) COc1ccc(C(=O)NC2CCN(C(=S)Nc3cc(C)cc(C)c3)CC2)cc1
→ 5.2%, -13.1%, -1.5, -1.0, 3.2%, 0.3%, -5.7%, 5.0, -0.5
5) COc1cc(NC(=O)C2=COCCO2)c(OC)cc1Cl
→ 2.4%, -14.4%, -17.5, -1.8, 8.1%, -0.8%, 13.8%, 12.9, -1.4
6) O=c1[nH]c(C2CCN(S(=O)(=O)c3cccc(Cl)c3)CC2)nc2c1nnn2Cc1ccccc1
→ 10.0%[0.0914 µM], -10.3%, 9.2, -0.3, -4.4%, 17.6%, 37.5%[activator][57.1 µM], 0.9, 0.1
7) Cc1ccc(NC(=O)C2CCCN(S(=O)(=O)c3c(C)noc3/C=C/N(C)C)C2)cc1F (centres undefined)
→ -16.6%, -7.9%, -13.1, 0.7, -1.4%, ?, -13.9%, -3.6, 1.1
8) COc1ccc(N2Cc3cccc(C(=O)N4CCN(C(=O)c5ccco5)CC4)c3C2=O)cc1
→ -0.1%[57.1 µM], 6.0%, -2.4, 0.2, -3.7%, ?, ?, 3.3, -0.6
9) CCOC(=O)c1c(NC(C)=O)c2c3c(sc2n1Cc1nc(-c2ccccc2C)oc1C)CCCC3
→ -2.7%, -13.5%, nt, 0.3, 4.4%, 4.2%, 14.1%, 9.3, 1.0
10) C[C@H]1CC[C@@]2(O[C@@H](CCO)C[C@H](O)[C@H]2O)O1
→ 6.2%[57.1 µM], -8.8%, nt, nt, 0.0%, 0.6%, 12.9%[57.1 µM], nt, nt
11) Cc1ccccc1OCC(=O)N=Nc1c(O)n(C)c2ccccc12
→ 4.1%[57.1 µM], -12.5%, -0.3, -0.8, -5.4%, -0.5%, 27.2%[57.1 µM], 0.4, -0.1
12) COc1ccc(C2=NN(C(=O)c3cccs3)C(c3ccccc3O)C2)cc1 (centres undefined)
→ 32.2%[activator], -7.7%, 0.8, -0.4, 0.3%, 18.9%, 27.6%, -11.0, 0.6
13) CC(C)c1nc2cc(C(=O)N(C)C3CCOCC3)ccc2o1
→ -2.7%, -11.1%, -9.3, -2.3, 6.5%, -11.0%, -6.0%, -4.3, -0.2
14) COc1ccc(NC(=O)c2ccc3c(c2)NC(=O)CO3)cc1OC
→ -11.1%, -4.3%, nt, nt, 23.5%, -5.9%, 9.4%[57.1 µM], 9.6, 0.0
15) Cc1ccc(C(C(=O)NCc2ccco2)N(C(=O)Cc2cccs2)c2cccnc2)cc1 (centres undefined)
→ 7.4%[57.1 µM], -17.6%, nt, nt, -0.4%, 3.1%, 13.1%[57.1 µM], 1.0, 0.0

Part of the list above, reduced to TRHR ag, TRHR enhancer and D2 ag:
#	SMILES	TRHR ag	TRHR enhancer	D2 ag
3	COc1ccc(Br)cc1C(=O)NC(=S)Nc1c(C)n(C)n(-c2ccccc2)c1=O	-0.5	-1.2	-0.3
15	Cc1ccc(C(C(=O)NCc2ccco2)N(C(=O)Cc2cccs2)c2cccnc2)cc1 (centres undefined)	0.0	1.0	nt

The list goes on.
Each structure is followed by: TrxR1 substrate, USP1-UAF1 inh, D2 antagonist, D2 ag, mIDH1 inhibitor, Pin1 inhibitor, TrxR1 inh, TRHR enhancer, TRHR ag
16) Cc1nc2c(C(=O)NCCc3ccccc3)c[nH]n2c(=O)c1Cc1ccc(F)cc1Cl
→ 4.4%, -17.4%, nt, -0.3, -10.6%, ?, 7.9%, 0.6, 0.9
17) COc1ccc(Br)cc1/C=N/NC(=O)CNC(=O)C1COc2ccccc2O1 (centres undefined)
→ -6.4%, -18.2%, -11.6, -0.1, 51.5%[activator], ?, 4.5%, -2.6, -0.2
18) CCCOc1ccc(C(=O)Nc2ccc3oc(-c4cccc(Cl)c4Cl)nc3c2)cc1
→ 60.5%[activator], ?, nt, 1.3, 19.9%, 2.2%, 37.6%[activator], -0.1, 0.7
19) CCOCCCNC(=O)C(c1ccc(C)cc1)N(Cc1ccc2c(c1)OCO2)C(=O)CNC(C)=O (centres undefined)
→ -2.2%[57.1 µM], 0.5%, 7.3, 0.6, -0.2%, 5.2%, 6.5%, -2.7, 1.0
20) Cc1ccc(S(=O)(=O)N2CCCC2)cc1C(=O)NCc1ccccn1
→ 1.4%, -5.9%, 7.5, 0.8, -0.4%, -4.8%, 12.7%, -4.4, 0.2
21) Cc1ccc(COn2c(-c3ccc(Cl)cc3)nc3ccc([N+](=O)[O-])cc32)cc1
→ -4.6%, -6.7%, -3.6, 0.9, 5.1%, -0.9%, -6.2%, -8.8, 0.7
22) CCOc1ccc(N2C(=O)CC(N3CCc4ccccc43)C2=O)cc1 (centres undefined)
→ 1.7%, -16.8%, 1.1, -0.2, -4.2%, -5.8%, 18.4%, 5.2, -1.2
23) COc1ccc(-c2csc(NC(C)c3nc4cc(Cl)c(Cl)cc4n3CCOCCO)n2)cc1 (centres undefined)
→ 2.0%, ?, nt, nt, -10.6%, 21.8%, 2.4%, nt, nt
24) Cc1ccc(-c2nc(C#N)c(NCc3cccc4c3OCO4)o2)cc1
→ 41.7%[activator], -20.7%, -7.7, -1.1, 4.1%, 8.0%, 21.5%, -2.8, 0.1
25) CCCCC(=O)Nc1cccc(NC(=O)C(C)C)c1
→ -0.1%, -9.1%, -11.6, nt, 11.0%, 0.3%, 3.4%, -13.1, -0.2
26) Cc1ccc(-c2cnn(-c3cccc(C(F)(F)F)c3)c2N)cc1
→ 3.1%[57.1 µM], -20.5%, 1.2, 0.8, 3.6%, 0.4%, 6.8%[57.1 µM], -0.7, -0.5
27) COc1ccc2nc(NC(=O)c3ccc4ncsc4c3)sc2c1
→ 11.9%, 3.2%, -22.7, -0.6, -3.1%, 7.2%, 16.7%, 7.0, -0.7
28) COc1ccc(Nc2nn(-c3ccc(OC(F)(F)F)cc3)nc2C(C)=O)cc1
→ 0.3%, 1.5%, nt, nt, 6.2%, 8.0%, 15.6%, 1.9, -0.3
29) O=C(N/N=C/c1c[nH]c2ccccc12)c1ccccc1Cl
→ 7.4%[57.1 µM], -14.2%, 3.4, 0.4, 9.5%, -2.0%, 8.9%, -7.9, 1.4
30) CCN(CC)CCn1c(NS(=O)(=O)c2ccc(Cl)cc2)nc2ccccc21
→ -3.5%, 5.1%, 5.0, -0.2, 1.3%, -0.9%, 5.1%, 15.3, -0.3

Each structure is followed by: TrxR1 substrate, USP1-UAF1 inh, D2 antagonist, D2 ag, mIDH1 inhibitor, Pin1 inhibitor, TrxR1 inh, TRHR enhancer, TRHR ag
31) S=c1[nH]nc(-c2cc3c(s2)-c2ccccc2CC3)o1
→ 306.7%[activator][57.1 µM], -9.2%, -13.3, -0.8, -1.5%, -1.9%, -7.0%[57.1 µM], 1.0, -0.5
32) CN(CCNC(=O)c1c[nH]c2c1ccc1ccccc12)CCNC(=O)c1c[nH]c2c1ccc1ccccc12
→ 31.2%[57.1 µM], -12.4%, nt, nt, 7.8%, 28.5%, 24.0%[57.1 µM], nt, nt
33) COC(=O)/C=C1\S/C(=N\N=C\CC(=O)OC)NC1=O
→ -1.1%[57.1 µM], ?, -1.1, -1.6, 11.3%, 32.8%[activator], 6.8%[57.1 µM], 2.3, 0.2
34) Cc1cc(C)cc(OCC(=O)N/N=C/c2ccc([N+](=O)[O-])o2)c1
→ 12.7%[57.1 µM], -20.8%, 1.3, 0.1, 11.7%, 2.3%, -13.9%[57.1 µM], 3.7, 0.6
35) Cc1nc(C(=O)NCc2ccccc2)sc1C1(C)CC(c2cccc([N+](=O)[O-])c2)=NO1 (centres undefined)
→ -0.8%, -12.6%, 25.0, 1.2, -6.1%[38.3 µM], 1.6%, 28.1%, 14.4, 1.2
36) CCCN1CCC(NCc2cn(C)nc2-c2ccc(Oc3ccccc3)cc2)CC1
→ -0.5%, -0.8%, -23.0, 1.4, 5.4%, 0.3%, 15.9%, 5.1, 2.3
37) CCOc1ccc(-c2nc(SC(C(C)=O)C(=O)N(C)C)c3c(=O)n(C)c(=O)n(C)c3n2)cc1 (centres undefined)
→ 2.0%[57.1 µM], -30.5%, nt, 0.2, -8.7%, 4.6%, 16.0%[57.1 µM], 0.0, 0.8

Sorted by the number under TRHR enhancer (rising): some entries from above.
entry	SMILES	TRHR enhancer
29	O=C(N/N=C/c1c[nH]c2ccccc12)c1ccccc1Cl	-7.9
3	COc1ccc(Br)cc1C(=O)NC(=S)Nc1c(C)n(C)n(-c2ccccc2)c1=O	-1.2
37	CCOc1ccc(-c2nc(SC(C(C)=O)C(=O)N(C)C)c3c(=O)n(C)c(=O)n(C)c3n2)cc1 (centres undefined)	0.0
16	Cc1nc2c(C(=O)NCCc3ccccc3)c[nH]n2c(=O)c1Cc1ccc(F)cc1Cl	0.6
14	COc1ccc(NC(=O)c2ccc3c(c2)NC(=O)CO3)cc1OC	9.6
35	Cc1nc(C(=O)NCc2ccccc2)sc1C1(C)CC(c2cccc([N+](=O)[O-])c2)=NO1 (centres undefined)	14.4

Screens from PubChem BioAssay.
